# HT1080 IDH1KD tx – toxicity to HT-1080 IDH1 knockdown cells (counter line). HT-1080 IDH1 knockdown viability, ATP luminescence, 48 h. actives 2% (n = 360,000). Potency, µM (doses to about 46.1 µM), for the others: top-dose activity, negative = toxicity, hits mostly cytotoxic;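 also: 0% = DMSO wells and -100% = cell-free medium wells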
#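 Knockdown cells (IDH1KD HT-1080) received compounds 2 h after plating at 750 cells/well and were kept 48 h at 37 °C in 5% FBS RPMI. A CellTiter-Glo luminescence read gave % activity for curve fitting.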
# GLP1R inv ag – GLP-1 receptor (human) inverse agonism; HEK293 GLP-1R CRE-luciferase, luminescence, 24 h; GLP-1R form is constitutively active; Potency, µM (highest dose often 38.3 µM), for inactives: at the top dose activity change, negative = inhibition, hits mostly inhibitors; actives 1.6% (n = 410,000); also: % is scaled to controls: 0 for no effect and ±100 for the full control effect; nearly all actives have a fitted effect of over 55% in size
# Target sequence (P43220 whole entry, looked up): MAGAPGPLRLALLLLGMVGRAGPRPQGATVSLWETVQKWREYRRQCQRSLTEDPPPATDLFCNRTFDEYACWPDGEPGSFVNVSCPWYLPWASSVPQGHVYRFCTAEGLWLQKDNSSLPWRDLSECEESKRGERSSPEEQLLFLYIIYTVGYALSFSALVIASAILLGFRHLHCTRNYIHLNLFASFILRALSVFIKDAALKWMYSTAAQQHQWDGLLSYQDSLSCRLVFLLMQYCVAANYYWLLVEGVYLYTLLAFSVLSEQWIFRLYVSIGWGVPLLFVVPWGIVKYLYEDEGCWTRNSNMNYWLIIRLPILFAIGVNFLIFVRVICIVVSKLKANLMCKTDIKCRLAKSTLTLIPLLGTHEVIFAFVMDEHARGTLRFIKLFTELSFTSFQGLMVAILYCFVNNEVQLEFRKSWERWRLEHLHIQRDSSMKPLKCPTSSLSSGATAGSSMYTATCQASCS
#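 Assay principle: reduced luminescence from a cAMP-responsive reporter in HEK293 cells co-expressing a constitutively active GLP-1R. Conditions: 24 hr compound incubation, 37 deg C, 5% CO2.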
# TDP43 rescue – rescues yeast growth from TDP-43 toxicity. TDP-43 expressing yeast growth rescue, BacTiter-Glo, 24 h. Potency, µM (doses to about 46.1 µM), for inactives: at the highest dose growth rescue (activation), actives largely listed as activators. actives 1.8% (n = 410,000). AID 652104; also: % of control where 0% means no effect; nearly all actives have a fitted effect of over 50% in size
#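 Yeast expressing TDP-43 (pregrown in raffinose, seeded at OD600=0.02 in galactose medium) exposed to compounds 24 hr at 30 deg C. Growth read by BacTiter-Glo luminescence; rescue of toxicity appears as increased signal.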
# SW480 rerep – DNA re-replication induction in SW480 cells; Potency, µM (series often up to 46.1 µM), inactives show at the highest dose re-replication activation, most hits filed as activators; actives 1.8% (n = 340,000); AID 624297; SW480 DNA re-replication, Hoechst DNA content imaging, 48 h; also: % of control where 0% means no effect; nearly all actives have a fitted effect of over 55% in size
#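 DNA re-replication was detected as more nuclei of elevated Hoechst intensity after 48 hr exposure to compound (23 nL pinned per well of 250 cells).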
# GLP1R cytotox – cytotoxicity counter-screen for GLP-1 receptor inverse agonists | Potency, µM (doses to about 38.3 µM), inactives show at the highest dose activity change, negative = inhibition, usual class: inhibitors | HEK293 cAMP-luciferase reporter cells, luminescence, 24 h | actives 0.13% (n = 410,000);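 also: loss of luciferase light is scored as toxicity; % is scaled to controls: 0 for no effect and ±100 for the full control effect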
#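 1536-well qHTS counterscreen of the MLSMR; 200 cells/uL, 12 h pre-incubation, 23 nL cpd, 24 h at 37 deg C 5% CO2, luciferase detection reagent, 12 min RT, luminescence. Inhibition = undesired.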
# KB-3-1 cytotox – KB-3-1 parental cell cytotoxicity; KB-3-1 viability, CellTiter-Glo ATP luminescence, 72 h; Potency, µM (highest dose often 46.1 µM), for the others: top-dose activity change, negative = cytotoxic, actives largely listed as cytotoxic; actives 1.4% (n = 400,000); AID 1347075; also: % is scaled to controls: 0 for no effect and ±100 for the full control effect; nearly all actives have a fitted effect of over 60% in size
#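 Screening of KB-3-1 cells (DMEM, 10% FBS, phenol-red free) ran from lowest to highest compound concentration; after 72 h at 37 °C viability was read luminescently and curves fitted.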
# GLP1R ag – activates the human GLP-1 receptor. HEK293 GLP-1R CRE-luciferase, luminescence, 4-6 h; cells express a hypersensitive GLP-1R form. Potency, µM (top dose mostly 45.6 µM), without a hit: at the top dose activation, most hits filed as activators. actives 0.007% (n = 380,000). AID 624172. P43220; also: % of control where 0% means no effect
# KB-V1 MDR tox – kills drug-selected multidrug resistant KB-V1 cells; Potency, µM (top dose mostly 46.1 µM), for inactives: top-dose activity change, negative = cytotoxicity, actives largely listed as cytotoxic; actives 3.4% (n = 400,000); KB-V1 MDR cells viability, CellTiter-Glo, 72 h; also: % is scaled to controls: 0 for no effect and ±100 for the full control effect; nearly all actives have a fitted effect of over 60% in size
#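 Following 72 h at 37 degrees C with compound, KB-V1 cell viability was read by CellTiter-Glo luminescence, medium being phenol-red-free DMEM plus 10% FBS; concentration-response parameters came from normalized, curve-fitted qHTS data.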
# HT1080-NT tox – kills 2HG-producing HT-1080-NT fibrosarcoma cells | HT-1080-NT fibrosarcoma viability, CellTiter-Glo ATP luminescence, 48 h | Potency, µM (highest dose often 46.1 µM), without a hit: at the top dose activity, negative = less viability, hits mostly cytotoxic | actives 1.6% (n = 360,000) | AID 686970;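 also: NT is the 2HG producing partner of a matched IDH1 knockdown line; 0% = DMSO-treated cells and -100% = media-only wells without cells; nearly all actives have a fitted effect of over 55% in size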
#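 750 cells/well, RPMI + 5% FBS; 2 h settle, compound pin-transfer, 48 h at 37 degrees C. CellTiter-Glo 10 min RT, luminescence. Normalized to DMSO and media-only wells.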
# Numbers without * were called inactive; ? = inconclusive; nt = not tested or not shown; [ ] = another dose, or the depositor's remark. Calls follow the shape of the dose curve; as a rule, active = well fitted curve in the direction sought with a large enough effect; inconclusive = small, poorly fitted or top-dose-only effect, or another doubt; inactive = no such curve, though single readings can be large; an effect the other way counts as inactive or inconclusive. Potency is read from the fitted curve at half-maximal effect. Compounds as they come; any-hit rate near 9.4%.
SMILES,HT1080 IDH1KD tx,GLP1R inv ag,TDP43 rescue,SW480 rerep,GLP1R cytotox,KB-3-1 cytotox,GLP1R ag,KB-V1 MDR tox,HT1080-NT tox
CCOC(=O)c1cc2ccccc2n1CCN(CC)CC,5%,0%,-21%,-10%,6%,8%,-12%,6%,8%
CCOC(=O)C(NC(C)=O)(OCc1ccccc1)C(F)(F)F (stereo not drawn),12%,-3%,10%,-696%[inhibitor],-23%,4%,-15%,0%,12%
O=C(CSCc1ccccc1)Nc1ccc(F)cc1F,15%,13%,?,-7%,-1%,-1%,2%,21%,10%
CN1CCN(C2CCN(S(=O)(=O)c3ccc(C(C)(C)C)cc3)CC2)CC1,4%,?,-10%,-9%,16%,0%,14%,2%,5%
O=C(COC(=O)c1cccc([N+](=O)[O-])c1)Nc1ccc(Cl)cn1,11%,57%[activator],-18%,-29%,4%,15%,5%,21%,10%
CCCCN(C(=O)c1cccc(S(=O)(=O)N2CCCC2)c1)c1c(N)n(CCC)c(=O)[nH]c1=O,-3%,8%,9%,1%,13%,-4%,-2%,17%,2%[9.24 µM]
Cc1cc(Br)ccc1NC(=O)CN(C)C(=O)CSCc1ccccc1,-20%,?,20%,-1%,12%,0%,1%,?,2%
COc1cccc(CC2(CO)CCCN(Cc3c(C)cc(C)cc3-n3cccn3)C2)c1 (stereo not drawn),?,?,11%,0%,-30%,-13%,15%,-12%,?
O=C1NC(c2ccc3ccccc3c2)Nc2ccccc21 (stereo not drawn),?,?,25%,nt,21%,?,3%,16µM*,?
CCn1cc([N+](=O)[O-])c(=O)c2cc(F)c(N3CCOCC3)cc21,3%,1%,6%,-19%,4%,-8%,-4%,2%,5%
CC(=O)c1ccc(N2CCN(C(=O)c3ccc(Br)cc3)CC2)c(F)c1,-3%,-16%,-31%,-5%,26%,-8%,8%,0%,-7%
COc1ccc(C2=NN(C(=O)CCC(=O)O)C(c3ccccc3OC)C2)cc1 (stereo not drawn),9%,17%,-4%,-11%,-4%,-1%,-7%,-1%,2%
O=C(Nc1ccc(Cl)cn1)Nc1ccc(Cl)cn1,?,3%,-5%,18%,13%,0%,3%,-3%,?
Cc1nc2ccc(S(=O)(=O)NCC(=O)NCCN3CCCCC3C)cc2s1 (stereo not drawn),1%,14%,-8%,-6%,15%,-1%,0%,1%,-2%
O=C(/C=C/c1ccc(OCCCF)cc1)Nc1ccnc(-c2cccnc2)n1,-1%,4%,10%,?,-5%,3%,-4%,?,-6%

# 6 records picked at random from the list so far, as already listed:
SMILES,HT1080 IDH1KD tx,GLP1R inv ag,TDP43 rescue,SW480 rerep,GLP1R cytotox,KB-3-1 cytotox,GLP1R ag,KB-V1 MDR tox,HT1080-NT tox
CC(=O)c1ccc(N2CCN(C(=O)c3ccc(Br)cc3)CC2)c(F)c1,-3%,-16%,-31%,-5%,26%,-8%,8%,0%,-7%
COc1cccc(CC2(CO)CCCN(Cc3c(C)cc(C)cc3-n3cccn3)C2)c1 (stereo not drawn),?,?,11%,0%,-30%,-13%,15%,-12%,?
Cc1nc2ccc(S(=O)(=O)NCC(=O)NCCN3CCCCC3C)cc2s1 (stereo not drawn),1%,14%,-8%,-6%,15%,-1%,0%,1%,-2%
CN1CCN(C2CCN(S(=O)(=O)c3ccc(C(C)(C)C)cc3)CC2)CC1,4%,?,-10%,-9%,16%,0%,14%,2%,5%
O=C(CSCc1ccccc1)Nc1ccc(F)cc1F,15%,13%,?,-7%,-1%,-1%,2%,21%,10%
O=C(/C=C/c1ccc(OCCCF)cc1)Nc1ccnc(-c2cccnc2)n1,-1%,4%,10%,?,-5%,3%,-4%,?,-6%

# Other results follow:
SMILES,HT1080 IDH1KD tx,GLP1R inv ag,TDP43 rescue,SW480 rerep,GLP1R cytotox,KB-3-1 cytotox,GLP1R ag,KB-V1 MDR tox,HT1080-NT tox
Cc1ccc(Cn2cc(/C=C/C(=O)O)c(-c3ccccc3)n2)cc1,0%,2%,?,-8%,-7%,-2%,3%,5%,6%
NC(CCc1ccccc1)c1csc(Nc2ccccn2)n1 (stereo not drawn),16µM*,?,0%,nt,?,-18%,-5%,?,?
O=C(NCc1ccc(F)cc1)C1CCN(S(=O)(=O)c2ccc3c(c2)OCCCO3)CC1,-2%,-19%,-1%,2%,7%,-11%,11%,?,8%
N#CCOC(=O)c1sccc1-n1cccc1,17%,2%,26%,-2%,0%,1%,1%,5%,17%
O=[N+]([O-])c1cc(CN2CCN(c3ccccc3)CC2)c(O)c2ncccc12,?,7%,?,?,?,?,9%,?,?
CC(Sc1ccccc1)C(=O)NN=C1CCCCCC1 (stereo not drawn),12%,20%,-9%[0.397 µM],-6%,8%,0%,11%,0%,1%
O=C(CC1SC(N2CCCC2)=NC1=O)Nc1ccc(C(=O)NCCOc2ccccc2F)cc1 (stereo not drawn),-1%,13%,4%,0%,8%,-1%,-5%,21%,1%
CCS(=O)(=O)N1CCC2(CC1)OC(=O)C(C)=C2C(=O)NCc1cccc(Cl)c1,nt,-9%,19%,nt,2%,10%,nt,0%,nt
CC1(C)CC(CC(=O)Nc2ccccn2)C(=O)O1 (stereo not drawn),-2%,-1%,19%,-5%,3%,0%,-7%,2%,6%
COc1ccc(NC(=O)C2=NNC(=O)CC2)cc1S(=O)(=O)N1CCCCC1,2%,33%[activator],-8%,-1%,-11%,-12%,-2%,8%,0%
CCOc1ccc(OCCCC(=O)O)cc1,-3%,5%,13µM*,0%,10%,1%,-13%,-1%,-1%
COCCn1c(SCC(=O)Nc2sccc2C(N)=O)nnc1-c1ccncc1,2%,-1%[7.66 µM],13%,1%,9%[7.66 µM],-4%,0%,-2%,18%
COc1ccc(C(=O)Nc2ccc(O)c3ccccc23)cc1,?,?,-1%,?,-23%,?,-3%,?,-27%
O=C(COc1ccc(S(=O)(=O)N2CCCC2)cc1Cl)Nc1ccc2c(c1)OCO2,3%,2%,-13%,-5%,-23%,8%,1%,0%,1%
O=C(CSc1ccc(-c2ccccn2)nn1)NCc1ccccc1,-20%,6%,-10%,-8%,17%,-8%,8%,?,-1%
Cc1cccc(C)c1NC(=O)c1ccc2sc([C@H]3C[C@H](O)[C@@H](CO)O3)nc2c1,0%,-21%,13%,nt,-7%,0%,-3%,5%,1%
Cc1[nH]c2ccccc2c1C1(O)C(=O)N(Cc2ccccc2Cl)c2ccccc21 (stereo not drawn),nt,?,-90%[inhibitor],nt,-16%,-13%,-11%,-18%,nt
C[C@H]1CN([C@@H](C)CO)S(=O)(=O)c2ccc(C3=CCCC3)cc2O[C@@H]1CN(C)C(=O)C1CCCCC1,?,?,10%,nt,-23%,?,-2%,-26%,?
CCCn1c(SC/C(O)=C(\C#N)c2nc3ccccc3[nH]2)n[nH]c1=O,7%,19%,9%,7%,1%,15%,-1%,3%,14%
CCOc1cccc(CNC(=O)c2ccc(N3CCCC3)c(NC(=O)NCc3ccccc3)c2)c1,nt,-26%,25%,nt,0%,-9%,nt,-8%,nt
Cc1onc(-c2ccccc2Cl)c1C(=O)NC(=S)Nc1ccccc1C(N)=O,13%,0%,20%,-6%,11%,-4%,4%,?,4%
COc1ccc(C2NC(=O)c3ccccc3O2)cc1OC (stereo not drawn),-1%,0%,-10%,-1%,?,-8%,-2%,8%,14%
Cc1cc(=O)[nH]c2nnc(-c3ccc(Cl)cc3)n12,10%,13%,-17%,-1%,9%,0%,-1%,-2%,11%
CC(C)N(CC(O)COc1ccc(CC(N)=O)cc1)CC(O)COc1ccc(CC(N)=O)cc1 (stereo not drawn),3%,18%,-17%,-7%,-5%,2%,11%,-15%,2%
CC1=C(C(=O)OC2CCCCC2)C(c2ccccc2)NC(=O)N1 (stereo not drawn),-22%,?,-5%,-11%,?,-3%,3%,-18%,-20%
O=C(COc1ccccc1)Nc1ccc(CSc2ccccc2)cc1,-7%,?,16%,1%,-18%,1%,-2%,1%,-1%
CCN(c1cccc(C)c1)S(=O)(=O)c1cn(CC(=O)OC)c2ccc([N+](=O)[O-])cc12,1%,?,13%,-3%,-7%,0%,5%,0%,3%
O=C(CN1C(=O)NC2(CCCc3ccccc32)C1=O)Nc1cccc(S(=O)(=O)N2CCCCC2)c1 (stereo not drawn),-15%,?,4%,?,-12%,-16%,-14%,?,-14%
COc1ccc(NC(=O)c2cc(C3CCCCN3S(C)(=O)=O)on2)c(C)c1 (stereo not drawn),?,21%,-5%,nt,-2%,0%,-2%,-5%,13%
COc1ccc(NC(=O)CSc2nnc(C)n2C2CCCCC2)cc1,-2%,8%,2%,?,-6%,0%,10%,1%,-3%
O=C(OCC(O)COC(=O)c1cccnc1)c1cccnc1,-6%,2%,-9%,-14%,5%,-11%,-4%,23%,0%
O=C(Nc1nc(-c2ccco2)c(-c2ccco2)s1)C1CCC1,0%,?,35µM*,1%,-9%,-10%,10%,-28%,-1%
Cc1ccccc1S(=O)(=O)Cc1ccc(C(=O)NCc2ccco2)o1,22%,-17%,-3%,7%,-9%,11%,1%,6%,11%
Cc1csc(NC(=O)c2cncc(Br)c2)n1,10%,?,14%,7%,-10%,7%,-8%,-8%,6%
CN(C)CCN1CCN(C2CN(Cc3ccc([N+](=O)[O-])cc3)S(=O)(=O)C2)CC1 (stereo not drawn),-1%,-6%,16%,nt,2%,0%,-1%,-1%,8%
CC(/C=C/c1ccc2c(c1)OCO2)=N/NC(=O)c1cccnc1,-6%,25%,25%,2%,-12%,12%,5%,-25%,-7%
COc1ccc([C@@H]2C[C@H](c3ccccc3)Oc3cc(OC)c(OC)c(OC)c32)cc1,6%,?,16%,6%,-4%,-19%,4%,-26%,3%

# Assay outcomes: PubChem, National Center for Advancing Translational Sciences (NCATS)
